Bioassay records (PubChem)
U2OS ROS induce – inducers of reactive oxygen species in cancer cells; U2OS ROS induction, H2DCF-DA fluorescence; ROS induction (% of piperlongumine), % at 10 µM; 46,000 tested, 2% active; in the data active means ROS induction above about 79%, passing the limit was not always enough;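 further: 0% = DMSO vehicle median and 100% = reference compound median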
* = called active by the depositor.

SMILES | U2OS ROS induce
COc1ccc(S(=O)(=O)N(C)C[C@@H]2OCCCC[C@@H](C)Oc3ccc(NC(=O)Nc4cccc5ccccc45)cc3C(=O)N([C@H](C)CO)C[C@@H]2C)cc1 | 45
O=C(NCc1ccco1)c1cc(-c2ccccc2)on1 | -5
N#Cc1c(C(F)(F)F)cc(-c2cccs2)nc1Sc1ccccc1NC(=O)c1cccs1 | 47
C[C@H]1CN([C@@H](C)CO)C(=O)c2cccc(NC(=O)CCCCCC(=O)Nc3ccccc3N)c2O[C@H]1CN(C)C(=O)Nc1ccc(F)cc1 | -12
CCN(CC)CC#CCOC(=O)C(O)(c1ccccc1)C1CCCCC1 (stereo not drawn) | -7
C[C@@H]1CN([C@H](C)CO)C(=O)Cc2cc(NC(=O)C3CC3)ccc2O[C@H]1CN(C)S(=O)(=O)c1cn(C)cn1 | -4
COc1ccc(C(=O)CSc2nc3nc(C)cc(C)c3c(=O)[nH]2)cc1OC | -25
CC(=O)NCCc1c[nH]c2ccc(O)cc12 | -2
C[C@@H]1CN([C@H](C)CO)C(=O)c2cccc(NC(=O)Nc3ccc4c(c3)OCO4)c2O[C@@H]1CN(C)Cc1ccc(-c2ccccc2)cc1 | 34
CNC[C@H]1Oc2c(NS(=O)(=O)c3ccc(Cl)cc3)cccc2C(=O)N([C@H](C)CO)C[C@@H]1C | -1
CNC[C@H]1Oc2ccc(NC(=O)Nc3ccc(C(F)(F)F)cc3)cc2CC(=O)N([C@@H](C)CO)C[C@@H]1C | -4
COc1ccc(NC(=O)Nc2ccc3c(c2)C(=O)N([C@@H](C)CO)C[C@H](C)[C@H](CN(C)Cc2ccc(C(F)(F)F)cc2)O3)cc1 | 13
Cc1ccc(S(=O)(=O)N2CCN(c3nc(NC4CCCC4)c4ccccc4n3)CC2)cc1 | 152*
C[C@@H]1CN([C@@H](C)CO)C(=O)c2cc(NC(=O)Nc3ccc(F)cc3)ccc2O[C@@H]1CN(C)Cc1ccccc1 | -6
COc1ccc(NC(=O)N(C)C[C@H]2Oc3c(cccc3N(C)C)C(=O)N([C@H](C)CO)C[C@H]2C)cc1 | -4
C[C@H](CO)N1C[C@H](C)[C@H](CN(C)C(=O)NC2CCCCC2)Oc2ccc(NC(=O)Nc3ccc(F)cc3)cc2CC1=O | 3
C[C@H]1CN([C@@H](C)CO)C(=O)c2cc(NC(=O)Cn3cnnn3)ccc2O[C@H]1CN(C)C(=O)Nc1cccc2ccccc12 | -10
C[C@@H]1CN([C@H](C)CO)C(=O)c2cc(NC(=O)Cn3cnnn3)ccc2O[C@@H]1CN(C)Cc1ccc(C(=O)O)cc1 | -2
Cc1cccc(N(CC(=O)NC2CCCCCC2)S(C)(=O)=O)c1C | -12
O=C(CN1C(=O)c2ccccc2C1=O)Nc1ccc(NC(=O)c2ccco2)cc1 | -40
Cc1ccc(/C=C/C(=O)N(Cc2ccccc2)c2ccccn2)cc1 | 16
COc1ccc(S(=O)(=O)Nc2ccc3c(c2)C(=O)N([C@@H](C)CO)C[C@@H](C)[C@H](CN(C)S(=O)(=O)c2ccccc2)O3)cc1 | 2
C[C@H](CO)N1C[C@H](C)[C@H](CN(C)Cc2ccc(-c3ccccc3)cc2)Oc2ccc(NC(=O)CCN3CCOCC3)cc2C1=O | -1
COC(=O)c1ccccc1NC(=O)c1nc2ncccn2n1 | -16
COc1ccccc1NC(=O)CSc1nccc(=O)[nH]1 | -6
O=C(O)C1CCCN(S(=O)(=O)N2CCCCC2)C1 (stereo not drawn) | -2
COc1ccc(NC(=O)Nc2cccc3c2O[C@H](CN(C)Cc2ccc(Cl)c(Cl)c2)[C@@H](C)CN([C@@H](C)CO)C3=O)cc1 | 56
O=C(Cn1ccc2ccccc21)Nc1cccc(C(F)(F)F)c1 | -8
C[C@H]1CN([C@@H](C)CO)C(=O)c2cc(NC(=O)Nc3cccc4ccccc34)ccc2O[C@@H]1CN(C)Cc1ccc(Cl)c(Cl)c1 | 25
CC(C)(CO)NC(=S)NCC1CCCO1 (stereo not drawn) | 2
CC(C)(C)c1ccc(C(=O)N2CCN(c3ccc([N+](=O)[O-])c(NCc4cccnc4)c3)CC2)cc1 | 106*
COC(CNC(=O)c1cc(=O)[nH]c2ccc(Br)cc12)OC | -13
OC1C=CC(O)C23OC12C(O)C=CC31Oc2cccc3cccc(c23)O1 (stereo not drawn) | -2
CS(=O)(=O)N(CC(=O)Nc1ccccc1C(F)(F)F)C1CCCCC1 | -1
C[C@@H]1CN([C@@H](C)CO)C(=O)c2cc(NS(=O)(=O)c3ccc(Cl)cc3)ccc2O[C@H]1CN(C)C(=O)Nc1ccc(F)cc1 | 74
O=C(CCn1cnc2ccccc2c1=O)Nc1ccc2c(c1)Cc1ccccc1-2 | -2
O=C(CSc1ncnc2nc[nH]c12)N1CCOCC1 | -8
Cc1c2cnn(-c3ccccc3)c(=O)c2c(C)n1CC(=O)NC(C)C | 3
C[C@@H]1CN([C@H](C)CO)C(=O)CCCn2nncc2CO[C@@H]1CN(C)S(=O)(=O)c1ccc2ccccc2c1 | 27
COC(=O)c1ccc(NC(=O)C(C)C)cc1 | -14

Rewritten with tabs: entries from further up.
SMILES	U2OS ROS induce
O=C(Cn1ccc2ccccc21)Nc1cccc(C(F)(F)F)c1	-8
C[C@H]1CN([C@@H](C)CO)C(=O)c2cc(NC(=O)Nc3cccc4ccccc34)ccc2O[C@@H]1CN(C)Cc1ccc(Cl)c(Cl)c1	25
CC(C)(CO)NC(=S)NCC1CCCO1 (stereo not drawn)	2
CC(C)(C)c1ccc(C(=O)N2CCN(c3ccc([N+](=O)[O-])c(NCc4cccnc4)c3)CC2)cc1	106*
COC(CNC(=O)c1cc(=O)[nH]c2ccc(Br)cc12)OC	-13
OC1C=CC(O)C23OC12C(O)C=CC31Oc2cccc3cccc(c23)O1 (stereo not drawn)	-2
CS(=O)(=O)N(CC(=O)Nc1ccccc1C(F)(F)F)C1CCCCC1	-1
C[C@@H]1CN([C@@H](C)CO)C(=O)c2cc(NS(=O)(=O)c3ccc(Cl)cc3)ccc2O[C@H]1CN(C)C(=O)Nc1ccc(F)cc1	74
O=C(CCn1cnc2ccccc2c1=O)Nc1ccc2c(c1)Cc1ccccc1-2	-2
O=C(CSc1ncnc2nc[nH]c12)N1CCOCC1	-8
Cc1c2cnn(-c3ccccc3)c(=O)c2c(C)n1CC(=O)NC(C)C	3
C[C@@H]1CN([C@H](C)CO)C(=O)CCCn2nncc2CO[C@@H]1CN(C)S(=O)(=O)c1ccc2ccccc2c1	27
COC(=O)c1ccc(NC(=O)C(C)C)cc1	-14

Carrying on:
SMILES | U2OS ROS induce
COc1ccc(CN(C)C[C@H]2Oc3ccc(NC(=O)NC4CCCCC4)cc3C(=O)N([C@@H](C)CO)C[C@H]2C)cc1 | 18
COc1c(CO)c(O)cc2c1C(=O)CCC2O (stereo not drawn) | -9
COc1ccc(S(=O)(=O)NCc2ccccc2)cc1 | -11
Cc1noc(C)c1NC(=O)N(C)C[C@H]1Oc2ccc(NC(=O)Cc3ccccc3)cc2C(=O)N([C@H](C)CO)C[C@@H]1C | 5
CC(C)NC(=O)Nc1cccc2c1O[C@H](CN(C)C(=O)Nc1ccc(F)cc1)[C@H](C)CN([C@H](C)CO)C2=O | 51
CC(C)NC(=O)N(C)C[C@@H]1Oc2c(NC(=O)C3CCOCC3)cccc2C(=O)N([C@@H](C)CO)C[C@@H]1C | -6
Cc1noc(C)c1NC(=O)N(C)C[C@H]1Oc2ccc(NC(=O)CCC(F)(F)F)cc2C(=O)N([C@@H](C)CO)C[C@H]1C | 1
Cc1cc(C)c(NC(=O)CN(c2ccccc2)S(=O)(=O)N(C)C)c(C)c1 | -10
C[C@@H]1CN([C@H](C)CO)C(=O)c2cccc(NC(=O)Nc3ccc(F)cc3)c2O[C@@H]1CN(C)S(=O)(=O)c1cccs1 | 16
O=C(O)C1CC(c2ccccc2)=C(c2ccccc2)CC1C(=O)c1ccccc1 (stereo not drawn) | 30
C[C@@H]1CN([C@H](C)CO)C(=O)c2cccc(NC(=O)Nc3ccc(F)cc3)c2O[C@@H]1CN(C)Cc1ccccc1 | -4
CS(=O)(=O)N1N=C(c2cccc(NS(=O)(=O)c3ccccc3)c2)CC1c1ccco1 (stereo not drawn) | -8
C=C(C(=O)O)C1CC=C(CCC(C)=O)[C@@H](C)CC1 (stereo partly drawn) | 59
CCN1/C(=C2\C(=O)N=C(C)N2c2ccccc2)C=Cc2ccc(C)cc21 | 1
CCCOC(=O)C(C)Oc1ccc2c(=O)c(-c3ccccc3Cl)coc2c1 (stereo not drawn) | 33
C[C@@H]1CN([C@H](C)CO)C(=O)c2cccc(NC(=O)c3ccncc3)c2O[C@H]1CN(C)S(=O)(=O)c1ccc(F)cc1 | -5
Cc1ccc(S(=O)(=O)N(C)Cc2nc(-c3ccccn3)no2)cc1 | -2
C[C@H]1CN([C@@H](C)CO)C(=O)c2cc(NC(=O)CCC(F)(F)F)ccc2O[C@H]1CN(C)CC1CCCCC1 | -12
C[C@H]1CN([C@@H](C)CO)C(=O)c2cccc(NS(=O)(=O)c3ccccc3)c2O[C@H]1CN(C)S(C)(=O)=O | -8
COc1ccc(/C=C/C(=O)O[C@]2(C)CCC3C(C(=O)O)=CO[C@@H](O[C@@H]4O[C@H](CO)[C@@H](O)[C@H](O)[C@H]4O)[C@@H]32)cc1 (stereo partly drawn) | -5
C[C@H]1CN([C@@H](C)CO)C(=O)Cc2cc(NC(=O)CCC(F)(F)F)ccc2O[C@@H]1CN(C)Cc1ccc(C(F)(F)F)cc1 | 8
COC(=O)c1ccc(C2N(Cc3ccc(F)cc3)CCCN2Cc2ccc(F)cc2)cc1 | -1
CC(C)NC(=O)N(C)C[C@@H]1Oc2c(NC(=O)c3nc4ccccc4s3)cccc2C(=O)N([C@@H](C)CO)C[C@H]1C | -9
CN(C)S(=O)(=O)c1ccc(C(=O)NCc2cccnc2)cc1 | -12
COc1ccc(C)cc1NC(=O)CN(c1cc(C)cc(C)c1)S(C)(=O)=O | -4
C[C@H]1CN([C@@H](C)CO)C(=O)c2cc(NS(=O)(=O)c3cccs3)ccc2O[C@H]1CN(C)C(=O)Nc1cccc2ccccc12 | -3
COC(=O)C(C(CO)Cc1ccc(O)c(OC)c1)C(O)c1ccc(O)c(OC)c1 (stereo not drawn) | 7
Cc1noc(C)c1NC(=O)Nc1ccc2c(c1)C(=O)N([C@H](C)CO)C[C@H](C)[C@@H](CN(C)Cc1ccncc1)O2 | -21
C[C@@H]1CN([C@H](C)CO)C(=O)c2cccc(NC(=O)c3ccncc3)c2O[C@@H]1CN(C)C(=O)Nc1ccc2c(c1)OCO2 | -13
CC(C)NC(=O)N(C)C[C@H]1Oc2ccc(NC(=O)Cn3cnnn3)cc2C(=O)N([C@H](C)CO)C[C@@H]1C | -7
COc1ccc(NC(=O)Nc2ccc3c(c2)CC(=O)N([C@@H](C)CO)C[C@H](C)[C@@H](CN(C)Cc2ccc(-c4ccccc4)cc2)O3)cc1 | 56
Cc1ccc(C2C(C(=O)c3ccc(Br)cc3)C(=O)C(=O)N2CCCN(C)C)cc1 (stereo not drawn) | -11
Cc1noc(C)c1NC(=O)Nc1ccc2c(c1)CC(=O)N([C@H](C)CO)C[C@@H](C)[C@H](CN(C)C(=O)Nc1ccccc1)O2 | -4
CC(C)(C)OC(=O)N1CCN(Cc2ccccc2)CC1 | -1
CC(C)NC(=O)Nc1cccc2c1O[C@@H](CN(C)C(=O)Nc1ccc(C(F)(F)F)cc1)[C@@H](C)CN([C@@H](C)CO)C2=O | 36
Cc1ccc(CSc2nc(C)c(Oc3cccc(C(F)(F)F)c3)c(=O)n2C)cc1 | -2
Cc1ccc2[nH]c(C)c(CCNC(=O)Nc3ccc(Cl)cc3)c2c1 | -11
COc1cc(OC)cc(-c2nnc(SCC(=O)N3c4ccccc4Sc4ccccc43)o2)c1 | 8
CC(Oc1ccc(Cl)cc1Cl)C(=O)Nc1ccc2oc(-c3cccnc3)nc2c1 (stereo not drawn) | 25
C[C@@H]1CN([C@@H](C)CO)C(=O)c2cccc(NC(=O)C3CCOCC3)c2O[C@H]1CN(C)C(=O)Nc1ccccc1 | 31
CC(=O)N1N=C2c3ccccc3CCC2C1c1cccs1 (stereo not drawn) | 46
Cc1ccc(S(=O)(=O)Nc2ccc3c(c2)CC(=O)N([C@@H](C)CO)C[C@H](C)[C@H](CN(C)Cc2ccc(C(=O)Nc4ccccc4N)cc2)O3)cc1 | 44
O=C(c1ccc([N+](=O)[O-])cc1)n1nc(-c2ccc(Cl)cc2)nc1NCc1ccco1 | 8
Cc1ccc(C(=O)CC2(O)C(=O)N(CC(N)=O)c3ccccc32)s1 (stereo not drawn) | -13
CC(C)NC(=O)Nc1ccc2c(c1)C(=O)N([C@@H](C)CO)C[C@@H](C)[C@@H](CN(C)S(=O)(=O)c1cn(C)cn1)O2 | -3
CNC[C@@H]1Oc2ccc(NC(=O)Nc3ccccc3)cc2C(=O)N([C@H](C)CO)C[C@H]1C | -8
C[C@H]1CN([C@@H](C)CO)C(=O)c2cccc(NC(=O)Nc3ccc(C(F)(F)F)cc3)c2O[C@H]1CN(C)S(=O)(=O)c1ccccc1 | 14
C[C@@H]1CN([C@@H](C)CO)C(=O)c2cc(NS(C)(=O)=O)ccc2O[C@H]1CN(C)C(=O)Nc1ccc2c(c1)OCO2 | -10
COC(=O)C(O)(CC(=O)Nc1ccc(OC(F)(F)F)cc1)C(F)(F)F (stereo not drawn) | -6
C[C@@H]1CN([C@H](C)CO)C(=O)c2cccc(NC(=O)c3ccc(-c4nccs4)cc3)c2O[C@@H]1CN(C)C(=O)Nc1ccc(F)cc1 | 6

Some of the compounds tested; count on the stated rates, not on these rows.
